From PubChem BioAssay
MrgX1 antagonist: antagonists of human MrgX1 receptor. AID 588676. Q96LB2. MRGX1-HEK293 calcium flux, Fluo-4, BAM8-22 antagonism; hits give low values. B-score at 10 µM. actives 1.3% (n = 310,000);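 active = calcium-response B-score plate-corrected more than 3 library SD below zero, starting fluorescence within 5 deviations, no agonist response on first addition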;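 note: peak minus trough fluorescence over baseline after final BAM8-22 challenge near maximal dose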
RGS4 inh: inhibitors of human RGS4 | P49798 | HEK293 M3R/RGS4 inducible, Fluo-4 calcium flux; hits give high values; triggered by carbachol at its EC20 | B-score at 10 µM | actives 0.45% (n = 310,000) | AID 463165;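 active = B-score, a plate-corrected calcium signal, over three deviations above library mean, with baseline fluorescence within five deviations of library mean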;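 note: RGS4 expression induced by doxycycline in cells with stable M3 receptor; B-score is computed from the integrated fluorescence ratio over baseline after carbachol; higher B-score means a larger calcium signal and so more RGS4 inhibition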
TRPC4 block: TRPC4 (mouse) channel inhibition; actives 0.39% (n = 300,000); AID 2247; HEK293 TRPC4beta/mu-opioid, DAMGO-evoked Fluo4 calcium flux; hits give low values; B-score at 10 µM;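 active = B-score over 3 SD under the library average, no early fluorescence shift, positive overall ratio signal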
Target sequence (Q9QUQ5 whole entry, looked up): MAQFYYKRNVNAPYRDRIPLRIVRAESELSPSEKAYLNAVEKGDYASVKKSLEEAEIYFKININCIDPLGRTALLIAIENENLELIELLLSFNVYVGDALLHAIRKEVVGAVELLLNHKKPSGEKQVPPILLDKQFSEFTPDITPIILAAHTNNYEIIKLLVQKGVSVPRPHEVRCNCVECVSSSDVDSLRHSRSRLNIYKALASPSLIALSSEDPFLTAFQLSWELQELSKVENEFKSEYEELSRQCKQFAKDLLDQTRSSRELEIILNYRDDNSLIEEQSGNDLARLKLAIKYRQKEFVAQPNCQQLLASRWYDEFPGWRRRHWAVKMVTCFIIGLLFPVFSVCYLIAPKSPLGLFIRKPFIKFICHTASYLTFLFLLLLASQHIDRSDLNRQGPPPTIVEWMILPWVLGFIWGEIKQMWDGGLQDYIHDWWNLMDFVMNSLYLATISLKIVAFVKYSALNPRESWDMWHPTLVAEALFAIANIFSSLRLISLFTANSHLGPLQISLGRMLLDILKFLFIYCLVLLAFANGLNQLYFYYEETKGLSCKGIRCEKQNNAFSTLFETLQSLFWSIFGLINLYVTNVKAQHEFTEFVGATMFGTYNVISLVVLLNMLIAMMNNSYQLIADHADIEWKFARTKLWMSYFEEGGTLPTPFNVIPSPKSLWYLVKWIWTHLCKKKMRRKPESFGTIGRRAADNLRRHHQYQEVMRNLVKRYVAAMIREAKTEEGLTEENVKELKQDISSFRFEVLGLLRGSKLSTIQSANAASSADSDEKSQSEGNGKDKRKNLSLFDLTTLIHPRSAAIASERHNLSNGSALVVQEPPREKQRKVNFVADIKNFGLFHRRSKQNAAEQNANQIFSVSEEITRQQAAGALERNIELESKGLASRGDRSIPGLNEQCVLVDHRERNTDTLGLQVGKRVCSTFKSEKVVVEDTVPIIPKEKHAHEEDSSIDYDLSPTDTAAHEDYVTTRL
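material = TRPC4beta/mu-opioid receptor HEK293 cell line | probe or stimulus = sequential submaximal and maximal DAMGO stimulation | compound dosing = one concentration per compound | measured by = Fluo4 Ca2+ flux fluorescence | evaluation = integrated fluorescence ratio relative to baseline, converted to per-well B score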
MrgX1 ag: agonists of human MrgX1 receptor; Q96LB2; MrgX1-HEK293 cells, Fluo-4 calcium fluorescence, agonist mode; hits give high values; B-score at 10 µM; actives 0.44% (n = 310,000); AID 588627;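 active = calcium response B-score plate-corrected fluorescence ratio at least 3 library SD, with starting fluorescence B-score inside 5 SD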
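System – MrgX1-expressing HEK293 cells · Incubation – cells plated overnight, dye loaded 0.5 h 37 °C, 0.5 h room temperature · Technique – kinetic Fluo-4 NW fluorescence of intracellular calcium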
RGS4 pot: potentiators or activators of RGS4. HEK293 M3R/inducible RGS4, carbachol calcium flux Fluo4; hits give low values. B-score at 10 µM. actives 0.92% (n = 310,000). AID 463111;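 active = B-score of the integrated calcium signal more than 4 SD below the library mean, with starting fluorescence not abnormally high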;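 note: negative B-score means reduced calcium response which marks RGS4 activation or potentiation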
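System – HEK293 FlpIn-TREx cells, stable M3R, doxycycline-inducible RGS4 · Reagent – ECmax carbachol challenge · Times – compound preincubation 20 min at room temperature before agonist · Technique – Fluo4 fluorescence kinetic imaging of calcium · Measure – B score of integrated Fluo4 ratio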
TRPC6 activator: activates the mouse TRPC6 cation channel; actives 0.13% (n = 310,000); B-score at 10 µM; HEK293-TRPC6 membrane potential dye fluorescence; hits give high values; Q61143;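 active = B-score of the integrated fluorescence ratio above library mean plus 3 SD, and starting fluorescence ratio within library mean plus 5 SD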;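 note: higher score means more depolarization so channel activation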
HIF act: HIF pathway transcriptional activation; actives 0.32% (n = 300,000); U2OS HRE-luciferase reporter, luminescence; normalized: DMSO 0%, desferrioxamine 100%; activation, % at 7.5 µM (by protocol);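 active = mean activation of at least 10% of the iron chelator positive control signal, with at least half of replicates also reaching 10%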
SKKanGAS inh: blocks kanamycin growth of S. pyogenes SKKanGAS strain; inhibition, % at 7.5 µM; BacTiter-Glo, 6 h; actives 1.3% (n = 300,000);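 active = mean replicate score, as percent of positive control median, at least 50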;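 note: strain carries kanamycin resistance gene driven by streptokinase promoter and grows in 40 µg/ml kanamycin; loss of luminescence reflects streptokinase promoter inhibition or plain growth inhibition; 0% = median of DMSO wells and 100% = positive control at its reference dose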
MrgX1 PAM: human MrgX1 positive allosteric modulation, primary screen. AID 588675. actives 0.63% (n = 310,000). B-score at 10 µM. MrgX1-HEK293, Fluo-4 calcium flux, FDSS; hits give high values;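 active = plate-corrected calcium response at least 3 library SD above typical, normal starting fluorescence, not activating the receptor alone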;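 note: compound read alongside a low EC10 to EC30 dose of BAM8-22 agonist; peak minus trough fluorescence over baseline measured at the second addition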
TRPC6 inh: blocks the mouse TRPC6 cation channel. actives 1.1% (n = 310,000). B-score at 10 µM. Q61143. HEK293-TRPC6, membrane potential dye, ACh-evoked depolarization; hits give low values. AID 2553;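 active = B-score under library mean minus 3 SD, initial fluorescence not abnormally high, positive integrated signal ratio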;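 note: B-score derived from integrated fluorescence ratio over the kinetic read; more negative B-score means stronger inhibition of depolarization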
Platelet DG rel: platelet dense granule release activity. actives 0.22% (n = 300,000). human platelet-rich plasma, SFLLRN dense granule ATP release, luminescence. AID 1663. inhibition, %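 (compounds screened at 7.5 µM in platelet-rich plasma)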;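 active = mean replicate score, as percent of positive control, at or above 50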
* hit, by the source's call; i = inactive; . = not tested or not shown.

SMILES	MrgX1 antagonist	RGS4 inh	TRPC4 block	MrgX1 ag	RGS4 pot	TRPC6 activator	HIF act	SKKanGAS inh	MrgX1 PAM	TRPC6 inh	Platelet DG rel
CC(C)NC(=O)C1CCN(Cc2cccc(Oc3ccccc3)c2)CC1	i	i	i	i	i	i	-48	-2	i	i	-8
O=c1[nH]c(COc2ccc(Br)cc2Cl)nc2ccccc12	i	i	i	i	i	i	3.1	17	i	i	10
CC(=O)c1cnc(Nc2cccc(Cl)c2Cl)s1	i	i	i	i	i	i	2.6	-2	i	i	-5
Cc1ccc(S(=O)(=O)N(CC(=O)NCc2ccco2)c2ccccc2C)cc1	i	i	i	i	i	i	0.7	1	i	i	0
CCOc1cc(CNc2ccccc2SC)ccc1O	i	i	i	i	i	i	0.6	4	i	i	8
O=C(O)c1cc(-c2ccccc2)n(-c2ccccc2C(=O)O)n1	i	i	i	i	i	i	-0.7	-4	i	i	-2
CCC(C)c1ccc(O)c(NC(=O)c2cncc(Br)c2)c1 (centres undefined)	i	i	i	i	i	i	0.5	-6	i	i	-6
Cn1ncc2c(N3CCN(c4ccc(Cl)c(Cl)c4)CC3)ncnc21	i	5.7*	i	i	i	i	-0.7	7	i	i	-1
CCOCCCn1cnc2c(c1=O)c1nc3ccccc3nc1n2-c1ccccc1	i	i	i	i	i	i	-0.5	8	i	i	-5
Cc1cccc(NC(=O)COc2ccc(Br)cc2/C=N/O)c1	i	i	i	i	i	i	4.8	-12	i	i	-13
Cc1ccc(C2=NN(C(=S)Nc3ccccc3)C(c3ccco3)C2)cc1 (centres undefined)	i	i	i	i	i	i	3.1	-8	i	i	-5
O=C(Nc1ccc(CN2CCOCC2)cc1)c1cc(Cl)ccc1Cl	i	i	i	i	i	i	0.8	-2	i	i	2
O=C(/C=C/c1ccco1)OCc1nnc(-c2ccc(Cl)cc2)o1	i	i	i	i	i	i	-0.4	-8	i	i	3
CCn1c(N)c(C(=O)NC2CCCCC2)sc1=S	i	i	.	i	i	i	0.0	-9	i	i	-1
Cc1ccc(/C=C/c2nnc(-c3ccc(C)cc3)o2)cc1	i	i	i	i	i	i	.	-3	i	i	-8
COc1ccccc1CN1C(=O)c2ccncc2C1=O	i	i	i	i	i	i	-0.1	-1	i	i	2
O=C(CCN1C(=O)C2C3C=CC(C3)C2C1=O)Nc1ccccc1 (centres undefined)	i	i	i	i	i	i	-0.4	-7	i	i	-8
Cc1nn(Cc2c(F)c(F)c(F)c(F)c2F)c(C)c1NC(=O)c1nn(C)cc1[N+](=O)[O-]	i	i	i	i	i	i	-0.6	-4	i	i	5
COC(=O)[C@H](Cc1ccccc1)NC(=O)NCCc1ccc(F)cc1	i	i	i	i	i	i	0.0	3	i	i	6
COc1ccc(/C=N/Nc2nnc(Cc3ccc(OC)c(OC)c3)c(=O)[nH]2)cc1	i	i	i	i	i	i	-0.7	3	i	i	2
Cc1c(C(=O)NCCC2=CCCCC2)oc2ccc(S(=O)(=O)N3CCC4(CC3)OCCO4)cc12	i	i	i	i	-8*	i	-0.5	21	i	i	0
CCC(C)NC(=O)COc1ccc(Br)c(C)c1 (centres undefined)	i	i	i	i	i	i	-0.1	0	i	i	1
NC(CO)C(O)c1ccc([N+](=O)[O-])cc1 (centres undefined)	i	i	i	i	i	i	0.0	1	i	i	0
O=C(Nc1cccc2ccccc12)OCc1cncs1	i	i	i	i	i	i	0.5	8	i	i	4
Cc1onc(-c2ccccc2)c1CNS(=O)(=O)c1ccccc1	i	i	i	i	i	i	-0.2	-4	i	i	1
COc1cccc(Oc2coc3cc(OC(=O)N4CCOCC4)ccc3c2=O)c1	i	i	i	i	i	i	-0.1	-5	i	i	1
CCn1c(-c2cccnc2Cl)nc2cc(Cl)c(Cl)cc21	i	i	i	i	i	i	1.2	1	i	i	-1
Cc1ccc(C(=O)CN2C(=O)NC3(CCCCCC3)C2=O)c(C)c1	i	i	i	i	i	i	3.2	-11	i	i	-1
CCN1C(=O)/C(=C\c2ccco2)C(C(=O)OC)=C1C	i	i	i	i	i	i	-0.6	-2	i	i	-8
CC1=NN(c2ccc(C)c(C)c2)C(=O)/C1=C\C=C\c1ccc([N+](=O)[O-])o1	i	i	i	i	i	i	-6.6	9	i	i	5
CCOC(=O)c1nn(-c2ccc(F)cc2)c(=O)cc1OCC(=O)Nc1cccc(C)c1	i	i	i	i	i	i	0.2	40	i	i	12
CCOc1ccc(C(C)NC(=S)NCc2ccc(F)cc2)cc1 (centres undefined)	i	i	i	i	i	i	-0.5	1	i	i	2
CC1CCc2c(sc(NC(=O)CN3CCN(C(=O)c4ccco4)CC3)c2C#N)C1 (centres undefined)	i	i	i	i	i	i	-1.1	0	i	i	.
Cc1cc(C)c(NC(=O)c2ccc(S(=O)(=O)N(C)C)cc2)c(C)n1	i	i	i	i	i	i	0.1	-5	i	i	2
COc1ccccc1NC(=O)c1ccccc1S(=O)(=O)c1ccccc1[N+](=O)[O-]	i	i	i	i	i	i	-0.2	6	i	i	10
O=C(CNC(=O)N1CC(=O)Nc2ccccc21)Nc1cc(Cl)ccc1Cl	i	i	i	i	i	i	1.0	-7	i	i	-11
CC1CCCC(NC(=O)COC(=O)CCc2ccccc2)C1C (centres undefined)	i	i	i	i	i	i	-2.0	4	i	i	5
Cc1ccc(C)c(NC(=O)CSc2nnc(CNC(=O)c3cccs3)o2)c1	i	i	i	i	i	i	-0.3	-7	i	i	5
CC(=O)NS(=O)(=O)c1ccc(NC(=S)NC(=O)c2ccco2)cc1	i	i	i	i	i	i	-0.2	5	i	i	.
CC(=O)c1ccc(NC(=O)C2=CC(c3cccs3)=NS(=O)(=O)N2C)cc1	i	i	i	i	i	i	-0.3	-2	i	i	9
Nc1cccc(-c2cn3cc(C(F)(F)F)cc(Cl)c3n2)c1	i	i	i	i	i	i	1.4	15	i	i	9
O=C(Nc1cccc(C(F)(F)F)c1)c1cc(Br)cc2c1OCC2	i	i	i	i	i	i	0.0	0	i	i	6
Cc1cc(C(=O)Nc2sc3c(c2C#N)CCCC3)no1	i	i	.	i	i	i	2.3	-2	i	i	6
O=C1CCCCN1CCC(=O)N1CCCC(Nc2ccc(F)c(F)c2)C1 (centres undefined)	i	i	i	i	i	i	-1.0	3	i	i	-3
CS(=O)(=O)Nc1cccc(C2=NN(S(=O)(=O)c3ccccc3)C(c3cccs3)C2)c1 (centres undefined)	i	i	i	i	i	i	-0.2	4	i	i	11
Cc1cc(NC(=O)c2cccs2)ncc1NC(=O)c1cccc(F)c1	i	i	i	i	i	i	0.7	6	i	i	2
Cn1c(=O)[nH]c(=O)c2c1nc(CN1CCOCC1)n2CCCc1ccccc1	i	i	i	i	i	i	-0.3	-4	i	i	-1
Cc1cc(NC(=O)C(C)C)ncc1NC(=O)c1cccc(F)c1	i	i	i	i	i	i	0.2	-1	i	i	0
COc1ccc(Oc2ccc(/C=C/C(=O)c3ccc(O)cc3)cc2[N+](=O)[O-])cc1	-5.4*	i	i	i	i	i	3.1	-11	i	i	-2
O=C(CN1CCOCC1)Nc1scc(-c2ccccc2)c1C(=O)N1CCOCC1	i	i	i	i	i	i	-0.4	-4	i	i	8
COc1cccc(CNc2nccs2)c1O	i	i	i	i	i	i	-0.4	-2	i	i	1
O=C(CN1CCC(NC(=O)C2CC2)CC1)Nc1ccccc1[N+](=O)[O-]	i	i	i	i	i	i	-0.5	2	i	i	22
O=C(O)C[C@H](O)C[C@H](O)/C=C/c1c(C2CC2)nc2ccccc2c1-c1ccc(F)cc1	.	i	i	.	-7*	i	-3.0	-1	.	i	-1
CCOc1cc(C(=O)N/N=C\c2cn(CC)nc2C)cc(OCC)c1OCC	i	i	i	i	i	i	-54	-9	i	i	-14
Cc1ccc(Nc2c(-c3ccccn3)nc3cccc(C)n23)cc1	i	i	i	i	i	i	56*	102*	i	i	3
CC(=O)Nc1ccc(S(=O)(=O)N2CCN(CCCOc3cc(C)ccc3C)CC2)cc1	i	i	i	i	i	i	0.1	-6	i	i	-4
CC(=O)Oc1ccc(C(=O)O)c(OC(C)=O)c1	i	i	i	i	i	i	-0.3	-3	i	i	-2
Cc1c(N(C)S(=O)(=O)c2cc(C(=O)Nc3ccccn3)ccc2Cl)c(=O)n(-c2ccccc2)n1C	i	i	-5*	i	i	i	-0.3	-3	i	i	-14
COc1ccc(C(=O)N2CCc3cc4c(cc3C2C)OCCCO4)cc1 (centres undefined)	i	i	i	i	i	i	0.3	-3	i	i	-1
CC1=C(C(=O)OC(C)C)C(c2cccc([N+](=O)[O-])c2)n2c(cc(=O)[nH]c2=S)N1 (centres undefined)	i	i	i	i	i	i	0.1	35	i	i	-6
(next part)
SMILES	MrgX1 antagonist	RGS4 inh	TRPC4 block	MrgX1 ag	RGS4 pot	TRPC6 activator	HIF act	SKKanGAS inh	MrgX1 PAM	TRPC6 inh	Platelet DG rel
O=C(Nc1ccc(Nc2ccncc2)cc1)c1ccc(Nc2ccnc3ccc([N+](=O)[O-])cc23)cc1[N+](=O)[O-]	i	i	i	i	i	i	0.5	54*	i	i	-7
COCCCNC(=O)c1cn(Cc2c(F)cccc2Cl)nn1	i	5.1*	i	i	i	i	0.9	-1	i	i	2
O=c1c2[nH]c3ccccc3c2ncn1CCC1=CCCCC1	i	i	i	i	i	i	3.4	-3	i	i	-2
O=C(O)C1SCCN1S(=O)(=O)c1ccc(N=NN2CCOCC2)cc1 (centres undefined)	i	i	i	i	i	i	-0.3	-12	i	i	-6
FC(F)(F)c1ccc(/C=N/N2CCN(Cc3ccccc3)CC2)cc1	i	i	i	i	i	i	0.0	1	i	i	8

One compound at a time, from the list above.
Shown for O=C(Nc1ccc(Nc2ccncc2)cc1)c1ccc(Nc2ccnc3ccc([N+](=O)[O-])cc23)cc1[N+](=O)[O-] → MrgX1 antagonist = i; RGS4 inh = i; TRPC4 block = i; MrgX1 ag = i; RGS4 pot = i; TRPC6 activator = i; HIF act = 0.5; SKKanGAS inh = 54*; MrgX1 PAM = i; TRPC6 inh = i; Platelet DG rel = -7
Shown for COCCCNC(=O)c1cn(Cc2c(F)cccc2Cl)nn1 → MrgX1 antagonist = i; RGS4 inh = 5.1*; TRPC4 block = i; MrgX1 ag = i; RGS4 pot = i; TRPC6 activator = i; HIF act = 0.9; SKKanGAS inh = -1; MrgX1 PAM = i; TRPC6 inh = i; Platelet DG rel = 2
